zVAD death inh: L929 zVAD cell death inhibition. viability rescue, % at 10 µM. L929 zVAD necroptosis rescue, ATP luminescence, 24 h; with zVAD 60 µM. actives 0.38% (n = 220,000);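 active means activation, scaled between plate controls, above about 75%, limit read from the data; inactive means activation under that limit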;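 further: 0% = zVAD with DMSO and 100% = DMSO alone without zVAD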
Rad51 HR inh: Rad51 (human) homologous recombination inhibition | hRad51 DNA strand exchange, fluorescence dequenching | inhibition, % at 10 µM | actives 0.085% (n = 200,000);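 active means inhibition above 40% at the single screening dose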;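 further: 0% = DMSO control wells and 100% = blanks with heterologous ssDNA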
Target sequence (Q06609 whole entry, looked up): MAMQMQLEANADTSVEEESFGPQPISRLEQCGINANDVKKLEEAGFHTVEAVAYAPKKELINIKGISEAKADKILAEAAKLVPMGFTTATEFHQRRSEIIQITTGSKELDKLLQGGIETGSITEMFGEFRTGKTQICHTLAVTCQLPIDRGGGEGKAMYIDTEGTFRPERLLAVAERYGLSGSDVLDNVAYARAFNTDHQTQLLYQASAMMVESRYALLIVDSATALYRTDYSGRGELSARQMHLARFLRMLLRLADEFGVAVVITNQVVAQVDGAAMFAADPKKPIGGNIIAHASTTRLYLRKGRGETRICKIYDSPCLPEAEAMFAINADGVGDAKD
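Test system: preformed human Rad51 ssDNA filaments; also added: Donor/quencher-labelled 47-bp dsDNA substrate; doses: 10 µM final, single point; times: 37 °C 15-min filament assembly, 30-min compound preincubation, 15-min exchange; detection: FRET fluorescence dequenching, excitation 485 nm, emission 520 nm; read-out basis: Fluorescence-based percent inhibition, control- and blank-normalised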
14-3-3 Bad PPI: disrupts binding of bovine 14-3-3 zeta to phospho-Bad peptide. P63103. TR-FRET 14-3-3zeta/Dy647-pBad peptide displacement, 1 h. inhibition, % at 21.7 µM. actives 0.71% (n = 220,000). AID 781;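 active means inhibition above about 70%, limit read from the data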;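 further: 0% = full 14-3-3 plus peptide FRET controls and 100% = background without 14-3-3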
Target sequence (P63103 whole entry, looked up): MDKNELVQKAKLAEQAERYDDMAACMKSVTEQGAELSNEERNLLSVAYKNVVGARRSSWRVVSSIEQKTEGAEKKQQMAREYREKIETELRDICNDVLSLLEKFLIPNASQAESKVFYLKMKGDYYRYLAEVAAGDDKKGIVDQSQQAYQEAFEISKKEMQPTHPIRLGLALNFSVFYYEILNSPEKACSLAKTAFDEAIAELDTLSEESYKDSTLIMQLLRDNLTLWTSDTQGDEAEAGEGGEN
eIF4E 4G PPI: inhibitors of eIF4E and eIF4G interaction in translation initiation; P63073+Q04637; TR-FRET eIF4E-eIF4GI(517-606) binding, 2 h; inhibition, % at 21.7 µM; actives 0.37% (n = 220,000); AID 782;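 active means inhibition above about 30%, limit read from the data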;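 further: 0% = full FRET control wells and 100% = background wells lacking eIF4GI fragment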
Calpain2 inh: blocks pig calpain II enzyme activity | purified calpain II, fluorogenic peptide substrate, 30 min | inhibition, % at 16 µM | actives 0.37% (n = 220,000) | AID 1236;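 active means inhibition above about 50%, limit read from the data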
Hck Nef HTS: human Hck-Nef kinase inhibition; AID 463187; P08631; actives 0.68% (n = 220,000); Recombinant Hck-YEEI plus Nef, Z-Lyte FRET kinase assay; inhibition, % at 20 µM;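 active means Hck-Nef kinase inhibition above about 50%, limit read from the data; inactive means inhibition below that limit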;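 further: 0% = DMSO with Hck plus Nef and 100% = Hck alone without Nef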
EP2 modulator: modulators of human EP2 prostaglandin E2 receptor. P43116. EP2-expressing cells, cAMP HTRF FRET, PGE2 co-stimulation. induction, % at 25 µM. actives 0.83% (n = 260,000). AID 940;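 active means compounds whose cAMP rise, as percent of the full-agonist control response, exceeds 60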;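 further: rat C6 glioma line stably carrying human EP2 under a CMV promoter; the protocol text gives 20 µM as final concentration; 100% = response of wells given 1 µM PGE2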
Target sequence (P43116 whole entry, looked up): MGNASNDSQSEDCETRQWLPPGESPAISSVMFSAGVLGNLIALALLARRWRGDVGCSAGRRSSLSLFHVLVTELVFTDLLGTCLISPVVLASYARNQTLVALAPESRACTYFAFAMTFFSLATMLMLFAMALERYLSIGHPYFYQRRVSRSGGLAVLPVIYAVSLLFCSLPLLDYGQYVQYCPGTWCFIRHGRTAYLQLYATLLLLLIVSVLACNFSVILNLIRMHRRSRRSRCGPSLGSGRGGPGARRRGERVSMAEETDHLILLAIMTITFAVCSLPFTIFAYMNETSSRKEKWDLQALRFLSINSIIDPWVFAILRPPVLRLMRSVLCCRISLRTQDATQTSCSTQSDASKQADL
EP2 antag: blocks the human prostaglandin E2 receptor EP2; P43116; C6 glioma cells expressing human EP2, cAMP TR-FRET; cells stimulated with saturating PGE2; inhibition, % at 25 µM; actives 0.52% (n = 260,000); AID 1422;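 active means percent inhibition above 40 after rounding to a whole number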;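 further: rat C6 glioma host cells with rolipram phosphodiesterase inhibitor present; the protocol text gives 20 µM as final concentration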
Tb hexokinase: T. brucei hexokinase 1 inhibition. inhibition, % at 10 µM. AID 1430. actives 0.11% (n = 220,000). recombinant TbHK1, G6PDH-coupled NADH A340;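 active means inhibition of 50% or more in the single-dose primary screen; inactive means inhibition below 50%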
An asterisk follows results filed as active; i = inactive; / = not tested or not shown; & = joins results of further samples; [ ] = dose if it differs, or a comment. Not all compounds are listed; count on the stated rates, not on these rows.

SMILES | zVAD death inh | Rad51 HR inh | 14-3-3 Bad PPI | eIF4E 4G PPI | Calpain2 inh | Hck Nef HTS | EP2 modulator | EP2 antag | Tb hexokinase
O=C(CSc1ncn[nH]1)Nc1ccc(Cl)c(Cl)c1 | 0.2 | 4 | -1 | -10 | -14 | 0 | -14 | 15 | 5
NC1=NC(=O)/C(=C\c2ccsc2)S1 | 72 | -2 | -2 | 63* | -19 | 37 | -21 | 7 | -31
O=C1C2(c3ccccc3)CN(CCO)CC1(c1ccccc1)CN(CCO)C2 | -0.5 | -9 | -3 | -9[fluorescence artefact?] | -30 | 4 | 20 | 14 | -3
C=CCn1c(SCC(=O)Nc2sc(C)c(C)c2C(=O)OCC)nnc1-c1sc(N)nc1C | -0.1 | 1 | 0 | 2 | -5 | 2 | 14 | 8 | -9
CCOC(=O)N1CCN(C(=O)c2ccc3c(c2)N(CC)CCS3)CC1 | -0.2 | -5 | -9 | 7 | -115 | 4 | 6 | 16 | -6
COc1ccccc1Nc1ccc(N)cc1 | 2.9 | -12 | -8 | 8 | -11 | 21 | -17 | 7 | -8
CCOC(=O)N1CCN(C(=O)c2cc3c(s2)-c2ccc(Cl)cc2S(=O)(=O)C3)CC1 | 0.8 | -7 | -6 | -6 | -13 | -4 | -24 | 12 | -6
O=C1C=CC(=O)C(C2=C3C(=O)N(CCc4ccccc4)CC(=O)N3CCC2)=C1 | 0.0 | -12 | 1 | -1 | -7 | -1 | -53 | 90* | -1
CC1CCCC(C)N1C(=O)CSc1nnc(C2CCCCC2)o1 (stereo not given) | 3.0 | 1 | -6 | -1[fluorescence artefact?] | 9 | 1 | 24 | 9 | -4
CSc1ccccc1NC(=O)CN(C)CC(=O)Nc1ccc(Cl)cc1[N+](=O)[O-] | -1.0 | 12 | -8 | 1 | 1 | 25 | -66 | 4 | -9
O=C(Cc1ccc(Cl)cc1)NNC(=S)NC(=O)c1cccnc1 | -0.6 | -65 | -29 | -1 | -30 | 5 | -3&22 | 6&2 | 2
O=C1CSC(c2ccccc2F)N1c1cc(Cl)ccc1O (stereo not given) | -0.4 | 0 | -10 | 11 | 21 | 2 | -5 | 0 | 20
CC1=C/C(=C\c2ccc3c(c2)OCO3)C(=O)S1 | -0.2 | / | 5 | 1 | -10 | -2 | 1 | / | 2
CCN(CC)c1ccc(NC(=O)c2cccc(C)c2)cc1S(=O)(=O)Nc1ccccc1OC | 3.1 | 6 | -12[fluorescence artefact?] | -2 | 3 | 14 | 6 | 13 | 11
CN1C2C=C3C(C#N)=C(N)C(C#N)(C#N)[C@H](c4c(F)cccc4F)[C@H]3C1CC2 (stereo not given in full) | -0.1 | / | -5 | 2 | -18 | 0 | -8 | 14 | -11
CC(Nc1ccc(Br)cc1)C(=O)N/N=C/c1ccccc1OCc1ccccc1 (stereo not given) | 0.5 | 5 | -1 | 0[fluorescence artefact?] | -62 | 0 | -15 | 3 | -9
CCn1ncc(Br)c1C(=O)NC(C)c1ccccc1 (stereo not given) | -0.2 | 8 | -4 | -2[fluorescence artefact?] | -11 | 8 | 22 | 9 | -1
COc1ccc(CCN(Cc2ccccn2)C(=S)Nc2cccc(C)c2)cc1OC | -0.1 | 0 | -18 | -4 | -8 | 22 | 23 | 3 | -4
CC(=O)Nc1ccc(S(=O)(=O)NCCSCc2ccc(Cl)cc2Cl)cc1 | 0.3 | -3 | -20[fluorescence artefact?] | 4 | 19 | -1 | 0 | 4 | -5
COc1ccc(CN2C(=O)CC(Cc3cc(C)cc(C)c3)C2=O)cc1OC (stereo not given) | -0.6 | -6 | 15[fluorescence artefact?] | -4[fluorescence artefact?] | 22 | 1 | 18 | 3 | 3
Cc1ccc2nc(SCC(=O)c3ccc(Cl)s3)[nH]c2c1 | 0.8 | -3 | 9 | 1 | 2 | 2 | -5 | 11 | 5
N#Cc1ccc(C(=O)NCC(c2ccco2)N2CCCC2)cc1 (stereo not given) | 0.3 | 1 | 1 | -2 | -46 | -1 | -9 | 13 | 4
CCC(CC)c1nnc(NC(=O)c2nn(C)c(=O)c3ccccc23)s1 | 0.8 | 7 | 20 | -4 | 32 | 17 | 0 | 2 | 7
Cc1ccccc1SCC(=O)OCC(=O)Nc1sccc1C(N)=O | 1.1 | 4 | -11 | 2 | -26 | 3 | -6 | 8 | -4
Cc1csc(NC(=O)CSc2nc(C)nc3c2c(=O)n(C)c(=O)n3C)n1 | 0.5 | -1 | 4 | 0 | -16 | 3 | -13 | 13 | -4
CC1CCN(C(=O)c2[nH]cnc2C(=O)N[C@@H](CCCCNC(=O)OC(C)(C)C)C(=O)OC(C)(C)C)CC1 | -0.3 | -6 | -9 | -2 | 23 | 15 | -4 | 12 | -13
COCCCNCCOCCOc1ccc(Cl)cc1Br | -0.7 | 14 | 22[fluorescence artefact?] | -3 | -6 | -10 | -36 | 6 | 3
CC(C)(C)c1cc(NCc2ccccn2)n2ncc(-c3ccccc3)c2n1 | 63 | -1 | 4 | 3 | -89 | 2 | 62* | 5 | -18
CC(C)CC(COCc1ccc([N+](=O)[O-])cc1)N1CCN(C(=O)c2ccc(C(F)(F)F)cc2)CCC1=O (stereo not given) | -2.2 | -7 | 2[fluorescence artefact?] | 1 | 24 | -9 | 17 | 5 | 5
N#CC1=C(N)Oc2n[nH]c(-c3ccccc3)c2C1c1cccnc1 (stereo not given) | 0.8 | 4 | -1 | 6 | -33 | 3 | 0 | 8 | -5
CC1(C)C(CC2OCC(CN3CCCCC3)O2)[C@H]2CC[C@@H]1C2 (stereo not given in full) | -0.2 | -1 | 1 | -6 | 5 | 11 | -21 | 3 | -5
Cn1c(=O)c2ncn(CC(=O)NC3CCCCCC3)c2n(C)c1=O | 0.0 | -5 | 10[fluorescence artefact?] | 0 | -24 | 1 | 5 | 14 | 3
COc1cccc(N2C(=O)C3CCCN3C2c2ccc(N(C)C)cc2)c1 (stereo not given) | 0.2 | -1 | 7 | 4 | 11 | 8 | 8 | 6 | -43
CCCNC(=O)c1c(N)n(-c2cccc(OC)c2)c2nc3ccccc3nc12 | 77* | -10 | -8 | 3 | i | 77* | 47 | 5 | -11
COC(=O)c1cc(C)ccc1OCc1ccc([N+](=O)[O-])cc1 | 1.5 | -19 | 8 | 0 | 2 | 24 | -2 | 9 | -12
Cc1ccc(SCc2nc(N)nc(Nc3ccccc3C)n2)cc1C | -0.5 | -3 | 9[fluorescence artefact?] | 0 | 21 | 2 | 31 | 4 | 2
CCOC(=S)N/C(=N\S(=O)(=O)c1ccccc1)c1ccccc1 | 1.2 | -2 | 16 | 0 | 13 | 1 | 26 | -3 | 1
Cc1c(NC(=O)C(C)OC(=O)CNC(=O)c2ccccc2)c(=O)n(-c2ccccc2)n1C (stereo not given) | -0.4 | 4 | -5 | 6 | -27 | -23 | 20 | 2 | 3
CC1CCC(C(C)C)C(OC(=O)COC(=O)c2ccc(=O)[nH]c2)C1 (stereo not given) | 0.1 | 1 | -10 | 13 | 14 | 2 | 66* | 15 | 0
CC1(C)CC(=O)C2=C(C1)OC(N)=C(C#N)C2Cc1ccccc1 (stereo not given) | 0.8 | 9 | 2 | -3 | 12 | 1 | -9 | 7 | 0
O=C(Cc1ccccc1)NC(NC(=S)Nc1cc(Cl)ccc1Cl)C(Cl)(Cl)Cl (stereo not given) | 0.3 | -1 | -4[fluorescence artefact?] | -33 | 51* | 2 | -12 | 6 | 4
COc1cc2[nH]c3c(N4CCC(C(N)=O)CC4)ncnc3c2cc1OC | 2.9 | / | 3[fluorescence artefact?] | -1 | i | 1 | -5 | / | -16
CCOC(=O)N1CCC(NC(=O)c2ccc(Cl)cc2)CC1 | 0.0 | -7 | 3 | -2 | 3 | 13 | 13 | 8 | -2
O=C(CCC1CCCCC1)Nc1ccccc1C(=O)N1CCOCC1 | 0.0 | -28 | -1 | 3 | 9 | -11 | -3 | 1 | -12
Cc1oc2c(c1C(=O)Nc1cccc3ccccc13)CCCC2 | -0.1 | -1 | 13[fluorescence artefact?] | 12[fluorescence artefact?] | 58* | 0 | 25 | 13 | 6
O=C(COc1cccc(Br)c1)N/N=C1\CCSC1 | 0.6 | -1 | -7 | -4 | -15 | -9 | -8 | 4 | -3
Cc1nn(C)cc1C(C(=O)NC1CCCCC1)N(CCc1ccccc1)C(=O)c1cnccn1 (stereo not given) | -1.0 | 4 | -6 | 0 | -27 | 20 | -23&20 | 10&5 | -3
Cc1nnc(N2C(=O)C(O)=C(C(=O)c3ccco3)C2c2ccc(C(C)C)cc2)s1 (stereo not given) | / | / | 4 | 0 | 15 | -2 | 14 | 23 | -1
CCCn1c(SCC(=O)NC(C)C23CC4CC(CC(C4)C2)C3)n[nH]c1=O (stereo not given) | -1.0 | 4 | -3[fluorescence artefact?] | 2[fluorescence artefact?] | 2 | -2 | 3 | 14 | -1
COc1cccc(-c2nn(-c3ccccc3)cc2CN(C)Cc2ccno2)c1 | 0.5 | / | -3 | -2 | -10 | 15 | 15 | 6 | -12
CCCCCCOC(=O)Cc1c(C)nc(-c2ccccc2)[nH]c1=O | 0.1 | -4 | 12 | 1 | 4 | 0 | 7 | 14 | 2
N#C/C(=C\c1c(N2CCC(C(N)=O)CC2)nc2ccccn2c1=O)C(=O)NCc1ccco1 | 1.6 | -16 | -6[fluorescence artefact?] | 2 | -22 | 3 | 27 | 8 | -7
Cn1c(CCNC(=O)c2ccccc2F)nnc1SCC(=O)Nc1ccccc1F | 1.1 | -7 | -7 | -9 | 16 | -1 | 13 | 5 | 19
Cc1ccc(/C=N/NC(=O)c2ccccc2OCc2ccc(F)cc2)o1 | / | / | -1 | 5 | 10 | -3 | 36 | 6 | -22
Cc1ccc(C)c(OCc2nnc(NC(=O)c3ccco3)s2)c1 | 0.0 | 1 | -3[fluorescence artefact?] | -1[fluorescence artefact?] | -19 | 1 | 3 | 9 | -10
CCOC(=O)C(C)Oc1ccc2c(CC)cc(=O)oc2c1C (stereo not given) | 0.5 | 9 | 11 | 4 | -44 | 0 | 15 | 11 | -8
Cc1nn(C2CCCO2)c(=O)nc1N (stereo not given) | 2.8 | 12 | -1 | -2 | -8 | 23 | 20 | 6 | -4
CCOc1ccc(NC(=S)NNC(=O)c2cc(Br)ccc2Cl)cc1 | 1.9 | -6 | -13 | 4 | 9 | 29 | -78 | 8 | 4
CC(C)c1nnc(NC(=O)C2CCCN2S(=O)(=O)c2ccc(Cl)cc2)s1 (stereo not given) | 0.2 | -7 | -4 | -2 | 27 | -1 | 7&-5 | 7&13 | -1

4 compounds out of the list above, arranged by their value in Hck Nef HTS, high to low.
smiles,14-3-3 Bad PPI,eIF4E 4G PPI,Calpain2 inh,Hck Nef HTS,EP2 modulator,Tb hexokinase
Cc1ccc(C)c(OCc2nnc(NC(=O)c3ccco3)s2)c1,-3[fluorescence artefact?],-1[fluorescence artefact?],-19,1,3,-10
CCCCCCOC(=O)Cc1c(C)nc(-c2ccccc2)[nH]c1=O,12,1,4,0,7,2
CCCn1c(SCC(=O)NC(C)C23CC4CC(CC(C4)C2)C3)n[nH]c1=O (stereo not given),-3[fluorescence artefact?],2[fluorescence artefact?],2,-2,3,-1
Cc1ccc(/C=N/NC(=O)c2ccccc2OCc2ccc(F)cc2)o1,-1,5,10,-3,36,-22
